PKM2 act – activators of human pyruvate kinase M2; purified PKM2, Kinase-Glo ATP luminescence, activation; response scale: 0% is enzyme alone, no compound; 0.34% of 260,000 active; Potency, µM (top dose mostly 57.5 µM), without a hit: at the highest dose activation, hits mostly activators; also: potency is read from the fitted curve at half-maximal effect; nearly all actives have a fitted effect of over 55% in size
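hPK-M2, >95% pure; 0.1 mM ADP / 0.5 mM PEP final; imidazole pH7.2 buffer w/ 7 mM MgCl2, 50 mM KCl; 1 h RT; Kinase-Glo lum. Intermediate enzyme activity for dual inhibitor/activator qHTS.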
Giardia kill – Giardia lamblia killing | activity change, % at 7.66 µM, hits read low | Giardia lamblia trophozoite viability | 0.15% of 340,000 active | AID 540267; in the data active = activity change below about -80%; inconclusive = between about -30% and that limit;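 also: parasites exposed to compound for two days anaerobically before the ATP read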
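Killing of trophozoites was scored by loss of ATP luminescence after a 48 hrs anaerobic exposure to compounds at 37 deg C, using 100 cells per well.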
Coupling enz – counter-screen for Giardia aldolase inhibitors: coupling enzyme system | AID 2472 | 0.67% of 290,000 active | coupling enzyme system counterscreen, AmpLite Red fluorescence | activity change, negative = inhibition, % at 58.2 µM, hits read low; in the data active = activity change below about -30%
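Coupling enzymes only (glyceraldehyde-3-phosphate) + compound, at 57.5 uM final, 10 min RT; add substrate/coupling/AmpLite Red mix, 20 min RT; fluorescence ex 525/em 598 nm. Actives flag coupling-system interference.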
GALK inhibitor – inhibitors of human galactokinase; Potency, µM (highest dose often 57.5 µM), without a hit: top-dose activity change, negative = inhibition, usual class: inhibitors; AID 1868; Purified GALK, Kinase-Glo residual ATP luminescence; 0.007% of 270,000 active; P51570; also: potency is read from the fitted curve at half-maximal effect
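ATP-depletion format; final 35 uM ATP, 100 uM D-galactose, 5 nM enzyme; pH 8.0 HEPES/Mg2+ buffer; 60 min RT; luminescence read 10 min after detection reagent.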
hERG WT inh – KCNH2 (human, wildtype) channel inhibition | 0.37% of 340,000 active | activity change, % at 1.84 µM | Q12809 | U2OS, BacMam KCNH2, thallium flux FluxOr; active compounds read low;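 active = maximum activity change below -70%; inconclusive = maximum activity change between -70% and -50%; inactive = maximum activity change above -50%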
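U2OS cells transduced with wild-type KCNH2 virus are loaded with FluxOr dye for 45 min, and thallium flux is measured in kinetic reads before and after stimulation buffer. Rate constants are normalized to DMSO controls.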
Eya2 inh – Eya2 (human) phosphatase inhibition; O00167; recombinant Eya2, OMFP fluorescence dephosphorylation (OMFP is methylfluorescein phosphate); Potency, µM (doses to about 76.9 µM), for the others: at the highest dose activity, negative = inhibition, actives largely listed as inhibitors; 0.006% of 330,000 active; AID 488837; also: potency is read from the fitted curve at half-maximal effect
Target sequence (O00167 whole entry, looked up): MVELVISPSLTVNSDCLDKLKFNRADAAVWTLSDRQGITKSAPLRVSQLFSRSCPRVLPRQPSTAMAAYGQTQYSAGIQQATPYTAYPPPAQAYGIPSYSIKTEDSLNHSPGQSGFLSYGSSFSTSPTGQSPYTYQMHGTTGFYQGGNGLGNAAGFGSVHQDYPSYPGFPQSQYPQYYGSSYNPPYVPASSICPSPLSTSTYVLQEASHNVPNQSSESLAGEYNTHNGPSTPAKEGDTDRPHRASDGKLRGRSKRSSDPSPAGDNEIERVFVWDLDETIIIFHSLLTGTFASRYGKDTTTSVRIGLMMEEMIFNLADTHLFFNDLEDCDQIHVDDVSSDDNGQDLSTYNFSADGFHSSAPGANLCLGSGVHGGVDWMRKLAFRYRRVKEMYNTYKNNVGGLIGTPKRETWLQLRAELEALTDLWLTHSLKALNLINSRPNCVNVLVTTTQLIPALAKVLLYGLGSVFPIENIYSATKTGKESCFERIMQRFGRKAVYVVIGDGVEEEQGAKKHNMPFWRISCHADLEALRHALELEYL
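Eya2 protein (added as 0.2 uM solution) was preincubated with compound for 10 min at ambient temperature in 50 mM HEPES pH 7.5, 50 mM NaCl, 5 uM MgCl2, 0.05% BSA, 1 mM DTT. OMFP (added at 50 uM) then reacted 10 min; fluorescence read at 485/525 nm.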
USP2a block – blocks human ubiquitin-specific protease USP2a; O75604; USP2 core, Ub-CHOP2 coupled fluorogenic reporter, 485/531; Potency, µM (titrated, usually from 38.3 µM), for the others: top-dose activity change, negative = inhibition, actives largely listed as inhibitors; 0.01% of 330,000 active; AID 463254;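 also: potency is read from the fitted curve at half-maximal effect; plate controls were DMSO wells for no effect and full inhibition by NEM control for full effect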
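Cell-free coupled assay: 10nM USP2 core preincubated 30min RT with compound in Tris-HCl pH 8.0/CaCl2/CHAPS buffer, then 25nM Ub-CHOP2 and 25nM reporter substrate; fluorescence (Ex 485/Em 531) read after 60min RT, normalized to NEM inhibition, concentration-response curves fitted.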
uPA surface inh – inhibitors of cell surface uPA generation; Potency, µM (titrated, usually from 38.3 µM), for the others: at the highest dose activity change, negative = inhibition, usual class: inhibitors; AID 540303; 0.31% of 330,000 active; cell surface uPA generation assay, qHTS; active = well fitted inhibition curve with a large enough effect; inconclusive = small, poorly fitted or top-dose-only effect; inactive = no such curve, though single readings can be large or run the other way; tested in mouse RAW 264.7 cells; also: potency is read from the fitted curve at half-maximal effect; nearly all actives have a fitted effect of over 55% in size
BCR signal inh – chronic active BCR signaling inhibition; ABC-DLBCL IkBa-CBG/CBR reporter, luminescence ratio, 4 h; 0.05% of 340,000 active; Potency, µM (titrated, usually from 46.1 µM), for the others: top-dose ratio change, negative = lower green/red ratio, hits mostly inhibitors; AID 493014; active = well fitted inhibition curve with a large enough effect in the signal ratio, with a control signal flat, not every such curve was filed as active; inconclusive = small, poorly fitted or top-dose-only effect, or effect the other way, or a change in a side signal; the % refers to the signal ratio;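 also: potency is read from the fitted curve at half-maximal effect; plate controls were basal doxycycline-induced cells for no effect and cells given 10 µM MG132 for full effect; MG132 reads +100%, hits lower the ratio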
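TMD8 human ABC-DLBCL cells with doxycycline-inducible IκBα–green luciferase fusion and unfused red luciferase, in 0.5% FBS medium; compounds up to 46 uM, 4 h at 37C. Green/red luminescence ratio, filter-overlap corrected, fitted to concentration-response curves.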
KCNH2 3.1 block – inhibitors of human KCNH2 3.1 potassium channel isoform; activity change, % (tested at about 1.8 µM); 0.95% of 340,000 active; U2OS KCNH2 3.1, thallium flux FluxOr; active compounds read low;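 active = maximum activity change below -70%; inconclusive = maximum activity change from -70% to -50%; inactive = maximum activity change above -50%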;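 also: thallium influx rate constant from kinetic fluorescence after stimulation buffer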
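Thallium flux read-out: FluxOr dye with Red40 quencher in HBSS/HEPES, 45 min at RT. Rate constants from kinetic reads were normalized to positive and negative DMSO controls. Cells: U2OS virally expressing the 3.1 isoform.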
B2AR arrestin – beta2AR (human) beta-arrestin recruitment activity; P07550; beta-arrestin recruitment to beta2AR, cell-based reporter; Potency, µM (series often up to 46.1 µM), inactives show at the top dose activation, actives largely listed as activators; 0.02% of 330,000 active; AID 492947;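 also: potency is read from the fitted curve at half-maximal effect; 0% = DMSO controls and full agonism = EC100 isoproterenol or metaproterenol; nearly all actives have a fitted effect of over 65% in size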
The depositor's hits bear a star; ? = inconclusive; . = no result given. Unless noted, calls follow the shape of the dose curve; as a rule, active = well fitted curve in the direction sought with a large enough effect; inconclusive = small, poorly fitted or top-dose-only effect, or another doubt; inactive = no such curve, though single readings can be large; an effect the other way counts as inactive or inconclusive. Unless noted, % is scaled to controls: 0 for no effect and ±100 for the full control effect. Some of the compounds tested. The share of hits here may be higher or lower than overall.

Value order: PKM2 act	Giardia kill	Coupling enz	GALK inhibitor	hERG WT inh	Eya2 inh	USP2a block	uPA surface inh	BCR signal inh	KCNH2 3.1 block	B2AR arrestin
Cc1cc(Cc2c(O)[nH]c(=S)[nH]c2=O)ccc1OC(C)C
→ 1%	?	9	-4%	5	14%	1%	-1%	4%	-7	0.1%
COc1cc(-n2c(=S)[nH]c3ccccc3c2=O)c(Cl)cc1Cl
→ 6%	28	0	-4%	12	13%	2%	-8%	0%	6	-0.5%
O=C(NCc1ccco1)c1cccc2c1C(=O)c1ccc(/C=C/c3ccccc3)cc1S2(=O)=O
→ .	2	.	.	-2	-7%	-1%	?	?	-6	-0.6%
CC1=NOC2(C)Nc3ncnn3C(c3ccccc3)C12 (centres undefined)
→ -13%	5	4	-3%	-4	5%	-4%	6%	22%	4	-0.4%
Cc1ccc(-c2nn(Cc3ccccc3)cc2C(=O)O)cc1
→ 1%	1	3	2%	-5	-2%	8%	-6%	?	-5	-0.2%
Cc1ccc(-c2nc3ccc(Cl)cc3n2OC(=O)N(C)C)cc1
→ 7%	-4	-13	1%	-7	-17%	1%	-10%	?	10	-0.2%
O=C(c1ccc(Cl)cc1)C1CCCN(Cc2ccc3c(c2)OCCO3)C1 (centres undefined)
→ -1%	-14	0	-1%	1	-9%	0%	4%	-9%	-17	0.7%
COC(=O)C1=C(c2ccc(F)cc2OCc2ccccc2)C[C@@H]2CC[C@H]1N2C(=O)N1CCC(O)CC1
→ .	6	.	.	21	2%	1%	2%	0%	-5	0.2%
CC1(C)CN=C(Nc2nc3ccccc3s2)S1
→ -6%	-7	-2	-1%	0	0%	1%	-3%	-3%	-10	-0.1%
CC(Cc1ccccc1)NC(=O)Cc1ccc(N(C)C)cc1 (centres undefined)
→ 3%	0	2	0%	-3	-3%	0%	4%	?	21	0.1%
COC(=O)C1=Nc2ccccc2/C1=C\c1c(O)n(C)c(=O)n(C)c1=O
→ 18%	26	-2	1%	-6	1%	-2%	1%	11%	-8	0.2%
Clc1ccc(C(Cn2ccnc2)OCc2csc3c(Cl)cccc23)c(Cl)c1 (centres undefined)
→ .	2	.	.	0	-37%	-1%	?	?	-23	-0.6%
Cc1cccc(C)c1OP(N)(=O)OCC(F)(F)F (centres undefined)
→ 0%	2	3	2%	-17	3%	0%	-2%	3%	7	0.0%
O=C(O)C(O)(c1ccccc1)C1CCCCC1 (centres undefined)
→ -1%	9	-3	-4%	2	-9%	-1%	10%	-7%	7	-0.5%
CCCCn1c(=O)c(C(=O)NC(C)c2ccccc2)c(O)c2ccccc21 (centres undefined)
→ 2%	0	1	6%	12	-14%	0%	2%	0%	-13	-0.9%
CC(C(=O)c1ccc2ccccc2c1)N1CCCCC1 (centres undefined)
→ -5%	-1	0	14%	-13	-8%	2%	16%	?	-4	0.2%
Cc1ccc(C2(O)CC(C)N(C)CC2C)cc1 (centres undefined)
→ -1%	3	4	3%	5	14%	-1%	-1%	2%	-15	0.4%
O=C(CN1CC=C(c2ccccc2)CC1)NC(=O)NCc1ccco1
→ 1%	8	-1	6%	-8	-9%	2%	-1%	?	-90*	0.3%
CCOc1ccc(CC2(CCc3ccncc3)C(=O)NC(=O)NC2=O)cc1
→ -4%	24	3	1%	8	-12%	-1%	-1%	5%	5	0.4%
C/C(=N\NC(=O)c1ccccc1Cl)c1c(O)n(C2CCCCC2)c(=O)[nH]c1=O
→ .	13	1	1%	-6	-4%	2%	-4%	?	10	0.3%
CN1/C(=C\C=Nc2ccccc2)C(C)(C)c2ccccc21
→ -21%	3	-9	-1%	-1	8%	4%	-13%	-5%	-3	-0.2%
C[N+]1(C)CCC(OC(=O)C(c2ccccc2)c2ccccc2)CC1
→ .	-4	3	.	-5	-7%	.	-18%	.	15	.
COc1ccc2[nH]c(C)c(CCNCc3cn(C)c4ccccc34)c2c1
→ .	12	.	.	38	-25%	-2%	5%	?	-31	0.2%

Reprinted from the results shown, 2 compounds:
Value order: PKM2 act	Giardia kill	Coupling enz	GALK inhibitor	hERG WT inh	Eya2 inh	USP2a block	uPA surface inh	BCR signal inh	KCNH2 3.1 block	B2AR arrestin
Cc1cc(Cc2c(O)[nH]c(=S)[nH]c2=O)ccc1OC(C)C
→ 1%	?	9	-4%	5	14%	1%	-1%	4%	-7	0.1%
COc1cc(-n2c(=S)[nH]c3ccccc3c2=O)c(Cl)cc1Cl
→ 6%	28	0	-4%	12	13%	2%	-8%	0%	6	-0.5%

Seven structures from above, ordered by count of non-hydrogen atoms, highest first.
Value order: PKM2 act	Giardia kill	Coupling enz	GALK inhibitor	hERG WT inh	Eya2 inh	USP2a block	uPA surface inh	BCR signal inh	KCNH2 3.1 block	B2AR arrestin
COC(=O)C1=C(c2ccc(F)cc2OCc2ccccc2)C[C@@H]2CC[C@H]1N2C(=O)N1CCC(O)CC1
→ .	6	.	.	21	2%	1%	2%	0%	-5	0.2%
O=C(NCc1ccco1)c1cccc2c1C(=O)c1ccc(/C=C/c3ccccc3)cc1S2(=O)=O
→ .	2	.	.	-2	-7%	-1%	?	?	-6	-0.6%
O=C(CN1CC=C(c2ccccc2)CC1)NC(=O)NCc1ccco1
→ 1%	8	-1	6%	-8	-9%	2%	-1%	?	-90*	0.3%
Cc1ccc(-c2nn(Cc3ccccc3)cc2C(=O)O)cc1
→ 1%	1	3	2%	-5	-2%	8%	-6%	?	-5	-0.2%
CN1/C(=C\C=Nc2ccccc2)C(C)(C)c2ccccc21
→ -21%	3	-9	-1%	-1	8%	4%	-13%	-5%	-3	-0.2%
CC(C(=O)c1ccc2ccccc2c1)N1CCCCC1 (centres undefined)
→ -5%	-1	0	14%	-13	-8%	2%	16%	?	-4	0.2%
Cc1cccc(C)c1OP(N)(=O)OCC(F)(F)F (centres undefined)
→ 0%	2	3	2%	-17	3%	0%	-2%	3%	7	0.0%

High-throughput results deposited in PubChem by National Center for Advancing Translational Sciences (NCATS).
